TRPC4 block: TRPC4 (mouse) channel inhibition; B-score at 10 µM; Q9QUQ5; hit rate 0.39% among 300,000; AID 2247; HEK293 TRPC4beta/mu-opioid, DAMGO-evoked Fluo4 calcium flux; stronger effect = lower value;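 active means B-score over 3 SD under the library average, no early fluorescence shift, positive overall ratio signal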
Target sequence (Q9QUQ5 whole entry, looked up): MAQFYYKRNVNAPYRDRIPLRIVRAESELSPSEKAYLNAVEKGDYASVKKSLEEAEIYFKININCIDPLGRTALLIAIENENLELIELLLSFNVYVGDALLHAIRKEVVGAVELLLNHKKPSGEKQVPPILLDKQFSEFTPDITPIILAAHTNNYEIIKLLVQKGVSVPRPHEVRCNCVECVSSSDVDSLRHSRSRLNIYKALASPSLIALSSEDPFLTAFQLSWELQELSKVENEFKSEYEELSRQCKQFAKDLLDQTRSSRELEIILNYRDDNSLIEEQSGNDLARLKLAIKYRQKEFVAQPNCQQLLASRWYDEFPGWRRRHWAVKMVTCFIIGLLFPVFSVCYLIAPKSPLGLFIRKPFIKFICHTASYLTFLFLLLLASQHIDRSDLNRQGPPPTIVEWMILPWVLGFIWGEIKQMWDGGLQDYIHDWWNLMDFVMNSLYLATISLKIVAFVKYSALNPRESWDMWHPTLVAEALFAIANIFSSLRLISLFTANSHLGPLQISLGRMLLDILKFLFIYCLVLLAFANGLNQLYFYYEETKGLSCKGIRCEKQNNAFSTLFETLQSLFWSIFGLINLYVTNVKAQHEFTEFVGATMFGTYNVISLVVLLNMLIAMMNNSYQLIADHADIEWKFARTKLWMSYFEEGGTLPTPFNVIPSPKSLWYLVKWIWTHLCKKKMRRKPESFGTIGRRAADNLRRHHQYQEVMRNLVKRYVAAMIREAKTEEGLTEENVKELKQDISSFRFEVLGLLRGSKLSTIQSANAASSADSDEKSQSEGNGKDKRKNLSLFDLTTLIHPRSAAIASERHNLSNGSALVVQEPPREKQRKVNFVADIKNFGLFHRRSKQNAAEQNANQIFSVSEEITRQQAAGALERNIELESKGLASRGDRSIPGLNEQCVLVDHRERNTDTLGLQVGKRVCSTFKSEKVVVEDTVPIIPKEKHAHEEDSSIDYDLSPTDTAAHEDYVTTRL
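test system = HEK293 cells with stable TRPC4beta plus mu-opioid receptor expression | detection = Fluo4 Ca2+ flux fluorescence | read-out = integrated fluorescence ratio relative to baseline, converted to per-well B score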
TRPC4 PAM: allosterically enhances the mouse TRPC4 cation channel; Q9QUQ5; HEK293 TRPC4beta/mu-opioid, DAMGO EC20, Fluo-4 Ca2+ flux; stronger effect = higher value; B-score at 10 µM; hit rate 0.42% among 310,000; AID 2227;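 active means B-score of calcium response area above 5 SD of library B-scores, with initial fluorescence ratio within 5 SD of library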;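 further: B-score of integrated fluorescence ratio over time as area under calcium response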
KCNK9 block: human KCNK9 channel inhibition. Q9NPC2. HEK293 KCNK9, FluxOR thallium flux fluorescence; stronger effect = lower value. B-score at 10 µM. hit rate 1.2% among 310,000. AID 488922;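 active means ratio B-score over 3 SD below the library mean, with starting fluorescence within 5 SD of its mean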;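 further: negative B-score means less thallium flux so channel inhibition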
Dyrk1A ADPGlo: inhibitors of rat Dyrk1A kinase; hit rate 0.43% among 310,000; ADP-Glo luminescence, NFATc1 peptide; inhibition, % at 12.5 µM; Q63470; AID 504441; in the data active means inhibition above about 50%;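 further: plate controls were vehicle with enzyme for no effect and no enzyme for full effect; many of its hits are not listed in these tables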
TRPC4 agonist: opens the mouse TRPC4 cation channel; Q9QUQ5; HEK293 TRPC4beta/mu-opioid, Fluo4 calcium fluorescence; stronger effect = higher value; B-score at 10 µM; hit rate 0.49% among 310,000; AID 2237;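 active means B-score above 5 SD of library B-scores, and initial fluorescence ratio not above library mean plus 5 SD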;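 further: positive B-score marks a calcium rise read as TRPC4 activation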
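System – HEK293 cells stably co-expressing mouse TRPC4beta and mu-opioid receptor · Signal – Fluo4 calcium-sensitive dye fluorescence, kinetic, 1 Hz baseline · Benchmarks – buffer (low) and maximal DAMGO (high) · Read-out – B score of integrated fluorescence ratio per well · Incubation – dye loading 45 min room temperature, 110 s kinetic read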
KCNK3 block: human KCNK3 channel inhibition, primary screen; O14649; CHO-KCNK3 thallium flux, FluxOR fluorescence; stronger effect = lower value; B-score at 10 µM; hit rate 0.84% among 340,000; AID 602410;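 active means B-score under library mean minus 4 SD, starting fluorescence ratio at most library mean plus 5 SD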;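 further: more negative B-score means stronger inhibition of thallium flux through KCNK3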
Platelet DG rel: platelet dense granule release activity; inhibition, %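 (compounds screened at 7.5 µM in platelet-rich plasma)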; AID 1663; human platelet-rich plasma, SFLLRN dense granule ATP release, luminescence; hit rate 0.22% among 300,000;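 active means mean replicate score, as percent of positive control, at or above 50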
hERG rescue: hERG (human) protection from proarrhythmic block. Q12809. CHO-hERG, FluxOR thallium flux, dofetilide IC70 present. activation (rescue from dofetilide block), less the hit threshold, % at 10 µM. hit rate 0.51% among 310,000. AID 1511;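 active means activation above the mean of controls blocked by dofetilide plus 5 SD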;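 further: thallium influx through hERG after potassium depolarization seen as dye fluorescence rise; in these data hits start at about 4.7%; inactives centre near -7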
KCNQ1 inh: inhibitors of human KCNQ1 potassium channel. hit rate 1.3% among 310,000. B-score at 10 µM. CHO-K1 KCNQ1, FluxOR thallium flux fluorescence; stronger effect = higher value. P51787;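 active means compounds whose thallium flux B-score, printed positive for inhibition, exceeds three library SD while starting fluorescence stays within three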;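 further: channel opened by potassium depolarization with thallium stimulus after 20 min compound exposure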
KCNQ1 pot: human KCNQ1 channel potentiation or activation | CHO-K1 KCNQ1, thallium flux FluxOR fluorescence; stronger effect = higher value | B-score at 10 µM | hit rate 0.35% among 310,000 | AID 2648;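 active means fluorescence ratio B-score, a plate-corrected score, at least three library SD, with initial intensity B-score within 5 SD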
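Test system: CHO-K1 cells stably expressing KCNQ1 / Medium: assay buffer / Also added: depolarizing K+/Tl+ stimulus, K2SO4 and Tl2SO4 each 12.5 mM in 5x stock / Incubation: 90 min dye loading and 20 min compound exposure, both at room temperature / Signal: thallium influx via FluxOR fluorescence, kinetic imaging / Evaluation: B score of baseline-normalized fluorescence ratio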
PolyA inhibitor: inhibitors of polyadenylation in S. cerevisiae; S. cerevisiae SKY197-pL101 polyadenylation reporter, beta-gal luminescence; efflux-impaired pdr1/pdr3 knockout yeast; score 100 = 6 SD above DMSO; calls only at 12 µM; hit rate 0.02% among 300,000;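 active means lowest replicate activity score at least 50, where 100 means six control SD above control mean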;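 further: yeast exposed to compound for 9 h at 30 °C; higher score means more reporter readthrough which indicates perturbed polyadenylation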
* hit, by the source's call; i = inactive; · = not tested or not shown.

The line under a structure holds: TRPC4 block, TRPC4 PAM, KCNK9 block, Dyrk1A ADPGlo, TRPC4 agonist, KCNK3 block, Platelet DG rel, hERG rescue, KCNQ1 inh, KCNQ1 pot, PolyA inhibitor
> CCCCOC(=O)Nc1cccc(C(C)=O)c1
→ i, i, i, 8, i, i, -2, -5, i, i, i
> O=C(Cc1ccccc1)NNC(=S)Nc1ccc(Cl)cc1
→ i, i, i, 15, i, i, -8, -5, i, i, i
> Oc1c(Cl)cc(Cl)cc1C=Nc1cc(C(F)(F)F)ccc1N1CCc2ccccc2C1
→ i, i, i, 5, i, i, 13, 1, i, i, i
> Cc1cccc(N2CCN(CC(O)COc3ccc(Cl)cc3)CC2)c1 (stereo unspecified)
→ i, i, i, -5, i, i, 4, -10, i, i, i
> O=C(Nc1ccc(Cl)cc1)C1CCCN(c2cnccn2)C1 (stereo unspecified)
→ i, i, i, -2, i, i, -5, -19, i, i, i
> Cc1nnsc1SC(C)C(=O)O (stereo unspecified)
→ i, i, i, -9, i, i, 2, -6, i, i, i
> C=CCN(CC=C)C(=S)NC(=O)c1ccc(C)c(Br)c1
→ i, i, i, -2, i, i, -1, 87*, i, 56*, i
> COc1ccc(OC)c(-n2c(SCC(=O)Nc3cc(C)on3)nnc2-c2c[nH]c3ccccc23)c1
→ i, i, i, 8, i, i, 1, -6, i, i, i
> c1ccc2oc(-c3[nH]ncc3CN3CCC(N4CCSCC4)CC3)cc2c1
→ i, i, i, 0, i, i, -6, -7, i, i, i
> Cc1csc(NC(=O)CCc2ccc(S(=O)(=O)N3CCOCC3)cc2)n1
→ i, i, i, -2, i, i, 3, -3, i, i, i
> Cc1ccc(S(=O)(=O)N(CC(O)CN(C)C)c2ccccc2)cc1 (stereo unspecified)
→ i, i, i, 5, i, i, 0, -8, i, i, i
> Cn1c(SCC(=O)c2ccc3c(c2)Cc2ccccc2-3)nnc1-c1cccc(N)c1
→ i, i, i, -3, i, i, 0, -8, i, i, i
> Cc1ccc(NC(=O)CCc2c(C)nn(-c3ccc(N4CCOCC4)nn3)c2C)c(C)c1
→ i, i, i, -3, i, i, 15, -6, i, i, i
> Cc1cc(C)n(-c2ccc(Cl)c(C(=O)OCC(N)=O)n2)n1
→ i, i, i, 3, i, i, -6, -10, i, i, i
> Cc1nc2ccccc2c2c1C(=O)NC2=O
→ i, i, i, ·, i, ·, 14, -24, i, i, i
> NCCCNC(=O)c1ccc(/C=N/O)nc1
→ i, i, i, 3, i, i, 4, -4, i, i, i
> CN(C(=O)C1CCOC1)c1nnc(-c2cnccn2)s1 (stereo unspecified)
→ i, i, i, 2, i, i, 0, -3, i, i, i
> CCOc1ccc(Cc2c(Cl)nc(SC)nc2OC)cc1
→ i, i, i, 1, i, i, -4, -13, i, i, i
> CSc1nnc2n(C)c3c(c(=O)n12)C1(CCCC1)Cc1ccccc1-3
→ i, i, -7.2*, -3, i, i, -1, -20, i, i, i
> CCOC(=O)c1ccc(NC(=S)N2CCN(c3ccccn3)CC2)cc1
→ i, i, i, -3, i, i, -7, -3, i, i, i
> COc1cc2cc(C(c3nnnn3C3CCCCC3)N(C)C3CCCCC3)c(=O)[nH]c2cc1OC (stereo unspecified)
→ i, i, i, 13, i, i, 13, -12, i, i, i
> N=C1/C(=C\c2ccc(Br)o2)C(=O)N=C2SC(CC(=O)N3CCOCC3)=NN12
→ i, i, i, 0, i, i, -5, -8, i, i, i
> COc1ccccc1NS(=O)(=O)CC12CCC(CC1=O)C2(C)C (stereo unspecified)
→ i, i, i, -6, i, i, -2, -7, i, i, i
> O=C(CN1CCN(Cc2ccc(Cl)cc2)C1=O)NCc1cccs1
→ i, i, i, 11, i, i, -2, -14, i, i, i
> O=C(NCC1CCN(S(=O)(=O)c2ccccc2)CC1)Nc1ccc(F)cc1F
→ i, i, i, ·, i, i, 1, -2, i, i, i
> CC1(C)CC(=O)CC(C2(O)C(=O)N(Cc3ccccc3)c3ccccc32)O1 (stereo unspecified)
→ i, i, i, 0, i, i, -3, -15, i, i, i
> CCCCOc1ccc(C(=O)NCC(=O)N(C)CC(=O)Nc2ccc(N3CCOCC3)cc2)cc1
→ i, i, i, 3, i, i, 4, -9, i, i, i
> CCOC(=O)c1ccc(NC(=O)Cn2nc(C)c3ccccc3c2=O)cc1
→ i, i, i, 10, i, i, -5, -8, i, i, i
> COc1ccc(-c2c(C)n([O-])c(C)c(-c3ccccc3)[n+]2=O)cc1OC
→ i, i, i, -8, i, i, -10, -8, i, i, i
> CC(=O)Nc1csc2ccccc12
→ i, i, i, -13, i, i, -6, -5, i, i, i
> CCOC(=O)N1CCN(C(=S)Nc2cccc(C)c2)CC1
→ i, i, i, 3, i, i, -1, -6, i, i, i
> CC(=O)O[C@]1(C(C)=O)CC[C@H]2[C@@H]3C=CC4=CC(=O)C=C[C@]4(C)[C@H]3CC[C@@]21C
→ i, i, i, 0, i, i, 2, -2, i, i, i
> Cc1ccc(OC(C)C)c(CN(CCO)CCO)c1
→ i, i, i, 1, i, i, -7, 0, i, i, i
> O=C(CCc1ccccc1)NNC(=O)c1ccccc1Cl
→ i, i, i, 1, i, i, -1, -2, i, i, i
> CCc1ccc(OCC(=O)NC(NC(=S)Nc2ccccc2)C(Cl)(Cl)Cl)cc1 (stereo unspecified)
→ i, i, i, 7, i, i, -2, -10, i, i, i
> O=C(C1CCCN(Cc2ccccc2)C1)N1CCc2ccccc2C1 (stereo unspecified)
→ i, i, i, -4, 160*, i, -1, -5, i, i, i
> Cc1cccc(NS(=O)(=O)c2ccc(NS(=O)(=O)c3cccs3)cc2)c1
→ i, i, i, 3, i, i, 9, -3, i, i, i
> COc1ccc(/C=N/NC(=O)CC(=O)NCc2cccnc2)cc1
→ i, i, i, -4, i, i, -2, -2, i, i, i
> COc1cc2ccccc2cc1C(=O)Nc1ccc(N2CCOCC2)cc1
→ i, i, i, 5, i, i, -4, -2, i, i, i
> CC(C)CCSc1ncnc2c1oc1nc3c(cc12)COC(C)(C)C3
→ i, i, i, 0, i, i, 3, -10, i, i, i
> CCCCOC1CC(c2ccc(OCc3ccc(OC)cc3)c(OC)c2)N(C)O1 (stereo unspecified)
→ i, i, i, 2, i, i, 6, -2, i, i, i
> O=C1c2ccccc2C(=O)N1CN(C(=O)COc1ccccc1)c1ccc(F)cc1
→ i, i, i, -5, i, i, 8, -3, i, i, i
> COC(=O)c1ccc(-c2noc(CN(Cc3ccccn3)CC3CCCO3)n2)cc1 (stereo unspecified)
→ i, i, i, -4, i, i, -2, -9, i, i, ·
> Cc1noc(C)c1COC(=O)c1cc(C)n(-c2ccccc2)c1C
→ i, i, i, -2, i, i, -1, -6, i, i, i
> CCOc1ccc(CNc2ccc(S(N)(=O)=O)cc2)cc1
→ i, i, i, 3, i, i, -9, 0, i, i, i
> CCOc1ccc(Nc2ncnc3c2cnn3Cc2ccccc2)cc1
→ i, i, i, -2, i, i, -1, -4, i, i, i
> Cc1ccc(C)c(Cn2nnc3c(=O)[nH]c(C(=O)NCC4CCCO4)nc32)c1 (stereo unspecified)
→ i, i, i, 3, i, i, -14, -6, i, i, i
> O=S(=O)(c1ccc2ccccc2c1)N1CCCOC1
→ i, i, i, 0, i, i, 11, -3, i, i, i
> COc1cc(C(=O)N(Cc2ccco2)Cc2cc3ccccc3[nH]c2=O)cc(OC)c1OC
→ i, i, i, 1, i, i, -3, -8, i, i, i
> CN(C)CCNC(=O)c1ccc(CS(=O)(=O)c2c(Cl)cccc2Cl)o1
→ i, i, i, 6, i, i, 3, -8, i, i, i
> COc1ccc(CCNC(=O)c2c(-c3ccccc3)noc2C)cc1OC
→ i, i, i, 1, i, i, 6, -4, i, i, i
> CCOC(=O)N1CCN(C(=O)C2CCCN(c3nc4ccc(OCC)cc4s3)C2)CC1 (stereo unspecified)
→ i, i, i, -2, i, i, -6, -16, i, i, i
> Cn1nc(CC(=O)Nc2ccc3c(c2)OCCO3)c2ccccc2c1=O
→ i, i, i, 6, i, i, 1, -18, i, i, i
> O=C(Nc1cc2c(oc1=O)CCCC2=O)c1cccc(Cl)c1
→ i, i, i, 1, i, i, 3, -9, i, i, i
> Cc1ccccc1OC/C(O)=C(\C#N)c1nc2ccccc2[nH]1
→ i, i, i, -5, i, i, -7, -10, i, i, i
> CCCc1cc(C(=O)Nc2cccc3ccccc23)n(C)n1
→ i, i, i, 3, i, i, 1, -8, i, i, i
> Cc1cnc2cc(Cl)c(Cl)cc2n1
→ i, i, i, -3, i, i, 1, -9, i, i, i
> CCCCNC(=O)[C@H](CSCc1ccccc1)N1Cc2ccccc2C1=O
→ i, i, i, -9, i, i, -18, -5, i, i, i
> CCOC(=O)c1ccccc1NC(=O)CSc1nc(N)cc(=O)[nH]1
→ i, i, i, -1, i, i, 2, -7, i, i, i
> Cc1nn(CC(=O)Nc2ccc(Cl)cc2)c(=O)c2cc(-c3ccccc3)nn12
→ i, i, i, 1, i, i, 15, -8, i, i, i

(listing goes on)
The line under a structure holds: TRPC4 block, TRPC4 PAM, KCNK9 block, Dyrk1A ADPGlo, TRPC4 agonist, KCNK3 block, Platelet DG rel, hERG rescue, KCNQ1 inh, KCNQ1 pot, PolyA inhibitor
> CC(C)N(C(=O)Nc1ccc2nccnc2c1)C(C)C
→ i, i, i, 11, i, i, 1, -13, i, i, i
> COc1ccc(CC2(CO)CCN(C(C)COc3ccccc3)CC2)cc1 (stereo unspecified)
→ i, i, i, -7, i, i, 9, -8, i, i, i
> O=C(/C=C/Nc1ccc(F)cc1F)c1ccco1
→ i, i, i, -1, i, i, 53*, 0, i, i, i
> COc1ccc(C(=O)NC(=S)N2CC(C)OC(C)C2)cc1 (stereo unspecified)
→ i, i, i, 1, i, i, 1, -10, i, i, i

This is a subset; rates above refer to the full screens.
